Arr AP2 block = inhibitors of beta-arrestin/AP2 binding, primary screen, biochemical, GPCR trafficking, flow cytometry; inhibition, % at 10 µM; beta-arrestin 1 C-terminal peptide binding to AP2 beta2-adaptin appendage (human); FITC-arrestin peptide / GST-AP2 beads; AP2 beta2 appendage carries R879A mutation; AID 504490, 2011; 340,000 compounds, 0.31% hits;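 active = inhibition above a set limit, near 3 SD of compounds lacking own fluorescence, cut at about 54% in these data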;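 note: plate controls were DMSO wells for no effect and 5 µM unlabelled arrestin peptide for full effect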
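system = GST-tagged AP2 beta2-adaptin appendage (R879A) on 4 µm glutathione beads | reagent = FITC-labelled arrestin peptide probe, 50 nM final | schedule = compound with beads 12 min RT, then probe 1 h RT | signal = HyperCyt-sampled flow cytometry, FL1 channel, ex 488/em 535 nm | read-out = percent response from loss of bead-bound FITC fluorescence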
RTF Ca sens inh = cardiac RTF calcium sensitivity inhibitors, primary screen, biochemical, IANBD-TnC fluorescence, EC70 calcium | IANBD-labeled cardiac RTF, Ca2+ fluorescence | 340,000 compounds, 0.12% hits | Troponin I, cardiac muscle (Homo sapiens) + Troponin T, cardiac muscle (Homo sapiens) + … | inhibition, % at 7.15 µM;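 active = inhibition above the mean inhibition of all tested compounds plus 3 SD, cut at about 17% in these data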;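 note: assay run at fixed EC70 calcium of 1.6 mM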
Keap1 Nrf2 FP = Keap1-Nrf2 protein-protein interaction inhibitors, primary screen, biochemical, fluorescence polarization, single point; inhibition, % at 9.4 µM; Kelch-like ECH-associated protein 1 (Homo sapiens), Q14145; 340,000 compounds, 0.15% hits; Keap1 Kelch-Nrf2 peptide fluorescence polarization, 1536-well; in the data active = inhibition above about 12%;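 note: human Keap1 Kelch domain with fluorescein labeled Nrf2 9mer peptide probe; 0% = neutral control wells and 100% = peptide positive control; higher means more block of Keap1 binding to Nrf2 peptide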
Wnt bcat act = Wnt/beta-catenin pathway activators, primary screen, cell-based, plate reader, single point; Wnt/beta-catenin reporter cell assay, activator; activation, % at 9.35 µM; 300,000 compounds, 1.2% hits; AID 743398, 2014; in the data active = activation above about 30%, passing the limit was not always enough;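 note: 0% = neutral control wells and 100% = positive control wells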
DSG3 Ab inh = inhibitors of pemphigus antibody binding to DSG3, primary screen, biochemical, bead-based, flow cytometry, scFv-GFP | DSG3-coupled beads, scFv-anti-DSG3-GFP binding; stronger effect = lower value | binding (percent of control), % at 10 µM | Desmoglein-3 (Homo sapiens), P32926 | 310,000 compounds, 0.48% hits;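 active = binding more than 3 SD below its plate's average and above zero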; note: some compounds called inactive have numbers as strong as hits
C-LANA FP = inhibitors of KSHV C-LANA binding to DNA, primary screen, biochemical, fluorescence polarization, FAM-LBS DNA, MBP-C-LANA, single point; Kaposi's sarcoma herpesvirus LANA C-terminal domain (residues 932-1162) DNA binding; inhibition, % at 9 µM; 340,000 compounds, 0.078% hits;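 active = highest replicate inhibition at or above 60% at 9 µM, even if other replicates fall short; inactive = all replicates below 60% inhibition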;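 note: 0% = neutral control wells and 100% = 4 µM acridine orange control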
MOR-DOR ag = agonists of OPRM1-OPRD1 heterodimerization, primary screen, cell-based, luminescence. cells. Mu-type opioid receptor (Homo sapiens) + Delta-type opioid receptor (Homo sapiens), …. 340,000 compounds, 0.3% hits. activation, % at 9.3 µM; in the data active = activation above about 18%;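 note: 0% = vehicle-treated cells and 100% = reference agonist; values of inactives mirror those of a sister screen read the other way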
Target sequence (P35372 whole entry, looked up): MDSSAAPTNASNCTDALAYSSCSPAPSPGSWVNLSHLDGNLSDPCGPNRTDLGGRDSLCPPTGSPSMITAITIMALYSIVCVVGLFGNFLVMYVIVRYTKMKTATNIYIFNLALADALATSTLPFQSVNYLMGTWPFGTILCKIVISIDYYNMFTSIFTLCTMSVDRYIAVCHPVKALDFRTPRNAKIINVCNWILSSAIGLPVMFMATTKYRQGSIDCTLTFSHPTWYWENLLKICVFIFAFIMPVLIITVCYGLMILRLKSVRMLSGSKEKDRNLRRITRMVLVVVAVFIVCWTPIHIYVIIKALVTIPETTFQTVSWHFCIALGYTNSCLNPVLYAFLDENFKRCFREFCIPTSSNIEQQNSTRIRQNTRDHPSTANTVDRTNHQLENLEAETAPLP
Target sequence (P41143 whole entry, looked up): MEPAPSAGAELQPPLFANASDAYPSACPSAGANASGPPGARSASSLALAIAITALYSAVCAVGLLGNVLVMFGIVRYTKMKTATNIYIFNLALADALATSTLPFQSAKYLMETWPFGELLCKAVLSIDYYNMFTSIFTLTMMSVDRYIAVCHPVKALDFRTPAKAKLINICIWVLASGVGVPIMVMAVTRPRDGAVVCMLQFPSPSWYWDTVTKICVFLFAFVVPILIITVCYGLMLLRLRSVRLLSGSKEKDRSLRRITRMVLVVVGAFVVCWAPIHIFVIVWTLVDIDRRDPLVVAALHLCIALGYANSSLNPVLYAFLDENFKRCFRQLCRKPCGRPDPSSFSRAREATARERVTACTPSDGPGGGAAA
RTF Ca sens act = cardiac RTF calcium sensitivity activators, primary screen, biochemical, IANBD-TnC fluorescence, EC20 calcium | Troponin I, cardiac muscle (Homo sapiens) + Troponin T, cardiac muscle (Homo sapiens) + … | IANBD-labeled TnC RTF fluorescence at EC20 calcium; 0% EC20 calcium, 100% full calcium | activation, % at 7.2 µM | 340,000 compounds, 0.24% hits | AID 493008, 2010;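 active = activation above the mean over all tested compounds plus 3 SD, cut at about 30% in these data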;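 note: rise in fluorescence read as greater calcium sensitivity of cardiac thin filaments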
V-ATPase pHluor = regulators of yeast V-ATPase proton pumping, primary screen, pHLuorin cytosolic pH fluorescence | S. cerevisiae | 350,000 compounds, 0.37% hits | response, % at 10 µM; in the data active = response mostly above about 7.3%, no sharp cut-off; inactive = mostly below about 5.4%; note: actives read high; inactives centre near 0; some compounds called inactive have numbers as strong as hits; reference of the scale not given here
MOR-DOR inv ag = inverse agonists of MOR-DOR heterodimerization, primary screen, cell-based, luminescence; AID 504357, 2011; 340,000 compounds, 0.21% hits; cell-based MOR-DOR heterodimer luminescence, inverse agonism; inhibition, % at 9.3 µM; in the data active = inhibition above about 22%, passing the limit was not always enough;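 note: 0% = cells with DMSO and 100% = wells without cells with DMSO; values of inactives mirror those of a sister screen read the other way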
Active calls of the source: *; nt = not tested or not shown. Random draw from the library; overall some 3.1% were active at least once.

Every second line gives: V-ATPase pHluor	MOR-DOR inv ag	MOR-DOR ag	DSG3 Ab inh	Wnt bcat act	RTF Ca sens act	RTF Ca sens inh	C-LANA FP	Keap1 Nrf2 FP	Arr AP2 block
> C[C@@H](NC(=O)c1nc[nH]c1C(=O)OCc1ccccc1)c1ccccc1
→ -4	-12	2.1	103	2	7	-7	-1.4	-2	9
> C/C(=C\c1ccc(Cl)cc1)C(=O)c1c(C)cc(C)[nH]c1=O
→ 5	-1	0.2	94	-1	0	-4	-2.2	-3	-10
> CNC(=O)c1c(C)nc(SCC(=O)NCc2ccc(OC)cc2)c(C#N)c1-c1ccco1
→ 1	9	-1.5	100	-2	1	-8	0.4	-1	-7
> CN(Cc1ccco1)C(=O)CCc1nc2sc3c(c2c(=O)[nH]1)CCCC3
→ 5	7	-2.0	106	0	-3	-6	-1.4	-6	52
> COc1cc(Cn2c(N)c(C#N)c3nc4ccccc4nc32)cc(OC)c1
→ -3	-7	1.2	103	-4	2	3	1.3	-4	0
> C=CCNC(=O)c1ccc2c(c1)N(CC)C(=O)c1ccccc1S2
→ 3	13	-2.9	100	2	-3	-2	-1.7	1	-10
> COc1cccc(OC)c1C(=O)NC(=S)Nc1ccc(N2CCOCC2)c(Cl)c1
→ 0	7	-1.5	95	-2	-3	-1	0.0	-2	1
> CC(C)(C)C1CCc2c(sc3ncn(N)c(=N)c23)C1 (centres undefined)
→ 4	14	-2.8	92	-2	-2	0	-0.8	-6	44
> COc1ccccc1C(C)NC(=O)CN(C)CC(=O)Nc1c(C)cccc1C (centres undefined)
→ 1	10	-2.6	nt	0	-2	-7	-0.8	-3	-10
> C=CCN1C=CC(=O)[C@@H](OC(=O)Nc2ccc(Br)cc2)[C@H]1c1ccccc1Br
→ 1	-12	2.5	104	-5	-8	-1	1.5	-3	-14
> C[C@H](O)Cc1cc2ccccc2c(=O)o1
→ 3	10	-1.8	102	0	2	-8	0.3	2	-5
> Cc1sc(NC(=O)CN2CCOCC2)c(C#N)c1C
→ -4	nt	nt	103	28	nt	nt	nt	nt	-15
> Clc1ccccc1-c1nc(-c2ccccc2)n[nH]1
→ 2	5	-1.1	96	64*	-6	-6	-1.7	2	10
> CCOC(=O)N/N=C\c1ccc(-c2cccc(C(F)(F)F)c2)o1
→ -1	8	-1.3	97	0	0	-6	-0.4	2	-5
> C=CC(COCc1ccccc1)N(CC(=O)OC)S(=O)(=O)c1cc(Br)ccc1OC (centres undefined)
→ 3	-3	0.7	98	9	-4	6	-1.2	-6	32
> O=C(NCc1ccc(F)cc1)C1CCCN(c2cnccn2)C1 (centres undefined)
→ 2	4	-0.7	73	1	0	-6	-0.8	-3	16
> CCOC(=O)Cc1nnc(NC(=O)CSc2nnc3c4ccccc4n(C(C)C)c3n2)s1
→ -7	5	-1.1	100	nt	1	0	-0.1	1	21
> Cc1ccc(NC(=O)C2CC(O)CN2C(=O)Oc2ccccc2)c(C)c1 (centres undefined)
→ -2	-6	0.8	98	2	-4	-17	-0.7	-2	27
> O=C(c1ccccc1F)N1CCCC(c2ccccc2)C1 (centres undefined)
→ -3	5	-1.0	95	1	1	-13	1.8	2	-2
> CC(C(=O)NCCc1ccc(S(N)(=O)=O)cc1)N1C(=O)CC(C)(C)Sc2ccccc21 (centres undefined)
→ -1	9	-1.9	108	0	0	-3	-3.7	1	32
> Cc1ccc(CSc2nnc([C@@H]3CCCN3C(=O)OC(C)(C)C)o2)cc1
→ 6	-1	0.3	nt	1	9	-1	-5.1	-1	7
> CN(C)c1ccc(Cc2ccc(N(C)C)cc2)cc1
→ 2	-14	3.5	96	-2	8	-10	-1.4	0	31
> CCOc1cc(CNC(C)(C)C)ccc1OCC(=O)Nc1cccc(C(F)(F)F)c1
→ -4	9	-1.6	103	-5	1	-10	-1.0	3	-1
> CC(O)Cn1ccccc1=N (centres undefined)
→ 0	-5	0.9	102	nt	-1	-14	2.7	-2	0
> COc1ccccc1N1CCN(C2CCN(C(=O)c3cccs3)CC2)CC1
→ 2	10	-1.8	99	-4	-4	-6	2.4	3	1
> COCCn1nnnc1C(c1ccccc1)N1CCN(C(=O)c2ccco2)CC1 (centres undefined)
→ 1	11	-2.1	107	4	-5	-38	0.7	-1	17
> CCCN1CCN(CCCNC(=O)c2cc3c(=O)n(C)c4ccccc4c3n2C)CC1
→ -4	18	-3.4	103	5	5	-3	-2.4	-1	-6
> CCOC(=O)Nc1ccc(Oc2ccccc2)cc1
→ 1	-6	1.3	96	55*	1	-9	1.9	6	13
> Cc1cc(=O)[nH]c(N/N=C/c2ccco2)n1
→ -3	4	-0.7	103	nt	-5	-4	0.6	2	6
> Cc1csc(/N=C/c2ccc([N+](=O)[O-])cc2)n1
→ 2	-1	0.2	97	0	-6	-4	1.6	-4	-5
> CCCc1cc(C(=O)N2CCCC(CO)(CCCc3ccccc3)C2)n(C)n1 (centres undefined)
→ 4	18	-3.5	108	-1	2	-3	0.0	4	5
> Cc1cccc(NC(=O)CCN2CC(C)OC(C)C2)c1 (centres undefined)
→ -1	14	-2.5	99	nt	6	-4	0.4	-6	0
> Cc1cc(C)nc(NC(=NCCc2c[nH]c3ccccc23)NC(=O)Nc2ccc(Cl)cc2)n1
→ -1	2	-0.4	99	-1	6	-1	1.9	5	-3
> COC(=O)c1cccc(OCC(O)Cn2ccnc2)c1 (centres undefined)
→ 0	16	-4.0	nt	-1	-2	8	-2.2	2	-11
> COc1ccc(NS(=O)(=O)c2cc3c(cc2C)N(C)CCO3)cc1
→ -1	4	-0.6	102	-3	8	-5	-0.1	2	-3
> CC(C)(C)NC(=O)C(c1ccccc1)N(C(=O)CNC(=O)c1cccs1)c1cccnc1 (centres undefined)
→ -3	-7	0.8	110	2	-7	-8	-0.9	0	25
> CC(=O)c1c(C)[nH]c(=S)c(C#N)c1-c1ccc(F)cc1
→ -2	11	-2.1	nt	-1	-4	2	-0.5	-1	-5
> O=C(/C=C/c1ccccc1Cl)Nc1ccc(-c2nnc3n2CCCCC3)cc1
→ -2	1	-0.2	112	nt	11	-4	0.3	-4	4
> CC(=O)c1ccc(OCCCC(=O)NCCc2ccccc2)cc1
→ 2	21	-4.1	97	6	0	-5	-2.4	2	-13
> COc1ccccc1NC(=O)CN1CCN(C(=O)C2CCCO2)CC1 (centres undefined)
→ -4	17	-3.3	105	-2	-3	1	-1.8	0	-12
> CCn1cc(C=C2C(=O)c3ccccc3C2=O)c2ccccc21
→ 0	-4	0.5	106	-3	1	-4	-0.9	-4	9
> Cc1ccc(C)c(NC(=S)NNC(=O)c2csc3c2CCC(C)C3)c1 (centres undefined)
→ 1	-9	1.6	98	nt	0	2	0.0	-3	3
> CCCSc1nc(C)c(CC(=O)OCC)c(=O)[nH]1
→ 0	4	-0.7	98	0	-2	6	1.0	4	2
> Cc1ccc(CNc2cc(-c3nn4c(C)nnc4s3)ccc2C)s1
→ 5	-2	0.4	87	-1	1	-15	-0.2	-4	-10
> COC(=O)c1cc2occc2n1CC(=O)Nc1ccc(OC)c(OC)c1
→ 0	14	-2.5	103	nt	5	10	-2.2	-4	2
> CC(OC(=O)CNC(=O)c1ccc(Br)cc1)C(=O)NC1CCCCC1C (centres undefined)
→ 1	3	-0.6	99	-3	0	-5	0.5	-1	-1
> CCC(=O)Nc1ccc(C(=O)n2nc(C)cc2C)cc1
→ -2	19	-4.4	93	1	-3	-3	-0.6	1	-1

Whole records from above:
Cc1ccc(C)c(NC(=S)NNC(=O)c2csc3c2CCC(C)C3)c1 (centres undefined) is entered as V-ATPase pHluor = 1; MOR-DOR inv ag = -9; MOR-DOR ag = 1.6; DSG3 Ab inh = 98; Wnt bcat act = nt; RTF Ca sens act = 0; RTF Ca sens inh = 2; C-LANA FP = 0.0; Keap1 Nrf2 FP = -3; Arr AP2 block = 3
COc1cc(Cn2c(N)c(C#N)c3nc4ccccc4nc32)cc(OC)c1 is entered as V-ATPase pHluor = -3; MOR-DOR inv ag = -7; MOR-DOR ag = 1.2; DSG3 Ab inh = 103; Wnt bcat act = -4; RTF Ca sens act = 2; RTF Ca sens inh = 3; C-LANA FP = 1.3; Keap1 Nrf2 FP = -4; Arr AP2 block = 0
COc1ccccc1N1CCN(C2CCN(C(=O)c3cccs3)CC2)CC1 is entered as V-ATPase pHluor = 2; MOR-DOR inv ag = 10; MOR-DOR ag = -1.8; DSG3 Ab inh = 99; Wnt bcat act = -4; RTF Ca sens act = -4; RTF Ca sens inh = -6; C-LANA FP = 2.4; Keap1 Nrf2 FP = 3; Arr AP2 block = 1

Source: PubChem BioAssay
